GCN5L2 inh: blocks human GCN5L2 histone acetyltransferase; Q92830; GCN5L2 HAT assay, ThioGlo1 CoA-SH fluorescence; Potency, µM (highest dose often 58.9 µM), for the others: at the highest dose activity change, negative = inhibition, hits mostly inhibitors; hit rate 0.21% among 390,000; AID 504327
Target sequence (Q92830 whole entry, looked up): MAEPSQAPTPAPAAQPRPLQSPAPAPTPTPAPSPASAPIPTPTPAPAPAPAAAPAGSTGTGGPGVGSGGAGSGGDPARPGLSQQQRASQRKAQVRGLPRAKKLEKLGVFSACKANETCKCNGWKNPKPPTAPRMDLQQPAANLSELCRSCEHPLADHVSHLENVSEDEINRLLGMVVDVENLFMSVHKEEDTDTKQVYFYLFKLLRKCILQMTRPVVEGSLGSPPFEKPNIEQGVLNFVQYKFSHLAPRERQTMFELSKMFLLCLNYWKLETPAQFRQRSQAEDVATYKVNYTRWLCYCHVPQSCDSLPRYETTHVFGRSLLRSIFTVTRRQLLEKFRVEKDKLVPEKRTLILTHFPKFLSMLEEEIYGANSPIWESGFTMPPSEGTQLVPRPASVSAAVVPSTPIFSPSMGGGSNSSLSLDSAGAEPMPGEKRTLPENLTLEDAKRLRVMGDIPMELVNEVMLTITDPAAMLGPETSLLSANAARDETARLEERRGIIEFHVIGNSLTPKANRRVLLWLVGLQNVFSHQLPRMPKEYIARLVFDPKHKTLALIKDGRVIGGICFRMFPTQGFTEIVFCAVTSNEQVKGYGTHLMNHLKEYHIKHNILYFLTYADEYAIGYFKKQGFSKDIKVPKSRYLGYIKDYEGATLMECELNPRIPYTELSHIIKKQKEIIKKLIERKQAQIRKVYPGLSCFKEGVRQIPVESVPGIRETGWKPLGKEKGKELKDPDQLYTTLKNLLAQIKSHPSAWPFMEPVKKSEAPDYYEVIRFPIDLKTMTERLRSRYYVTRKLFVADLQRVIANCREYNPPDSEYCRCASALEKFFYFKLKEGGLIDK
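GCN5L2 (20nM final) in 50mM HEPES, 0.1mM EDTA pH 7.5, 0.01% Tween-20 was preincubated 15 min at room temperature with compound, then given ThioGlo1 (50uM), H3(1-25) peptide (75uM) and acetyl-CoA (70uM); CoA-thiol fluorescence (Ex340/Em540) was read at 0 and 20 min.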
TDP1 cell noCPT: qHTS for Inhibitors of human tyrosyl-DNA phosphodiesterase 1 (TDP1): qHTS in cells in absence of CPT; DT40 Tdp1-/- hTDP1 cells, no CPT, ATP luminescence, 48 h; Potency, µM (highest dose often 46.2 µM), inactives show at the top dose activity change, negative = growth inhibition, hits mostly inhibitors; hit rate 15% among 420,000; AID 686978, 2013; note: nearly all actives have a fitted effect of over 55% in size
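Stably hTDP1-transfected Tdp1-null chicken DT40 cells were treated with library compounds minus camptothecin and grown for at least 48 hr at 37 °C, after which cellular ATP was quantified by luminescence.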
TDP1 cell CPT: growth inhibition of DT40 Tdp1-/-;hTDP1 cells with camptothecin (screen for TDP1 inhibitors); chicken DT40 Tdp1-/-;hTDP1 cells + 20 nM CPT, ATP luminescence, 48 h; Potency, µM (titrated, usually from 46.2 µM), without a hit: at the top dose activity change, negative = growth inhibition, hits mostly inhibitors; AID 686979; hit rate 12% among 420,000; note: nearly all actives have a fitted effect of over 55% in size
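Chicken DT40 Tdp1-/- cells stably complemented with human TDP1 were seeded at 400 cells/well in medium containing 20 nM camptothecin, exposed to pin-transferred compounds, and grown at 37 °C for at least 48 hr. Viability was read as ATP luminescence.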
* marks the source's active call; other numbers are inactive results; ? = inconclusive; . = no result given; [ ] = remark or other dose. Calls come from the whole dose curve; as a rule, active = well fitted curve in the direction sought with a large enough effect; inconclusive = small, poorly fitted or top-dose-only effect, or another doubt; inactive = no such curve, though single readings can be large; an effect the other way counts as inactive or inconclusive. % is set by controls: 0 for no effect and ±100 for the full control effect; potency is the fitted concentration of half-maximal effect. The list is partial, so the mix of outcomes need not match the whole.

SMILES | GCN5L2 inh | TDP1 cell noCPT | TDP1 cell CPT
CC(C)(C)OC(=O)N1CCC(c2c(C(=O)NC3CC3)cnn2-c2ccc(Cl)cc2)CC1 | -6% | -16% | ?
CS(=O)(=O)N(CC(=O)N1CCN(c2ccccc2)CC1)c1cccc(Br)c1 | -4% | ? | ?
Cc1c(NC(=O)C(C)OC(=O)/C=C/c2ccco2)c(=O)n(-c2ccccc2)n1C (centres undefined) | -9% | -13% | -20%
CCC(C)C(=O)NCCc1ccc(S(N)(=O)=O)cc1 (centres undefined) | 2% | -10% | -18%
CCCc1nnc(SCC(=O)NC2CC2)n1CC | 2% | ? | -2%
CCOC(=O)c1ccc(NC(=O)C(=O)NCc2ccc(/C=C(/C#N)C(=O)NCCOC)o2)cc1 | -2% | -13% | 0%
CC(O)c1nc2cc([N+](=O)[O-])ccc2n1Cc1ccccc1 (centres undefined) | 3% | ? | ?
Fc1cccc(F)c1CN1CCN(c2ncccn2)CC1 | -17% | -8% | -15%
O=S(=O)(c1ccccc1Cl)N1CCCC(c2nc(-c3cccnc3)no2)C1 (centres undefined) | -4% | -23% | -12%
COc1cccc(C(=O)NN2CC(O)=C(c3nc4ccccc4s3)C2=N)c1 | -11% | -13% | ?
Cc1cccc(OCc2nnc(SC(C)C(=O)O)n2-c2ccccc2)c1 (centres undefined) | -9% | 19% | 5%
Cc1ccc(/C=C\c2nccc3c2[nH]c2ccccc23)cc1 | -1% | ? | ?
COc1cccc(CN(CC2CCCO2)C(=O)c2cc3ccccc3oc2=O)c1 (centres undefined) | -10% | -17% | ?
O=C(O)c1ccccc1C(=O)N1N=C2/C(=C/c3cccc([N+](=O)[O-])c3)CCCC2C1c1cccc([N+](=O)[O-])c1 (centres undefined) | -1% | 4% | 2%
COc1ccccc1C(=O)Nc1ccc2c(c1)CN(Cc1cnc(C)s1)CC2 | -1% | ? | ?
O=C(NC1CC(=O)N(c2cccc(F)c2)C1)c1ccc(S(=O)(=O)N2CCOCC2)cc1 (centres undefined) | 3% | ? | -3%
CSCCC1(C(=O)O)NC(c2ccccc2O)C2C(=O)N(C(C)C)C(=O)C21 (centres undefined) | -2% | 0% | 4%
O=C(c1sc2ccccc2c1Cl)N1CCN(CCc2ccccn2)CC1 | 3% | ? | ?
CCOC(=O)c1cc2nc(-c3ccco3)cc(C(F)(F)F)n2n1 | -13% | ? | ?
COC(=O)C1CCN(C(=O)CSc2nc3ccc(OC)cc3[nH]2)CC1 | -10% | -18% | -1%
CC(NC(=O)C(CC(=O)OC(C)(C)C)NC(=O)OC(C)(C)C)C(N)=O (centres undefined) | 1% | -3% | -19%
CCCCCCc1cc2cc(C(=O)Nc3ccc(OC)cc3)c(=O)oc2cc1O | 14% | 5.8µM* | 7.3µM*
CC1(C)CC(=O)C(C2=NC3(CCCCC3)Cc3ccccc32)=C(O)C1 | -1% | -12% | -16%
Cn1c(SCC(=O)Nc2ccccc2)nc2ccccc2c1=O | 3% | ? | 2.9µM*
Oc1ccccc1-c1nc(/C=C/c2ccccc2Cl)no1 | -18% | -14% | -27%
COC(CNC(=O)C1CC(=O)N(CCc2ccc(C)cc2)C1)OC (centres undefined) | 0% | -7% | -5%
Cc1cc(NS(=O)(=O)c2ccc(NC(=O)c3oc4ccccc4c3C)cc2)no1 | 3% | -14% | -28%
O=C(NCCCN1CCOCC1)C(=O)NCC1OCCCN1S(=O)(=O)c1cc(F)ccc1F (centres undefined) | 0% | -9% | -4%
COC(=O)c1ccc(Cn2cnc3cnccc32)cc1 | -2% | 1% | 0%
Cc1ccc(C(C(=O)NCc2ccc(F)cc2)N(Cc2ccco2)C(=O)c2snc(C(N)=O)c2N)o1 (centres undefined) | -5% | 15µM* | 15µM*
Cc1cnc2ccccc2c1/C=C/c1ccc(N)cc1 | . | ? | ?
O=C(O)CN1C(=O)/C(=C/c2ccsc2)SC1=S | 3% | -11% | 10%
COc1ccc2nc(-c3ccccc3)nc(C3CCCCC3)c2c1 | -7% | ? | -9%
Cc1ccc(/C=C2/SC(=S)N(c3ccc(S(=O)(=O)Nc4nccs4)cc3)C2=O)cc1 | ? | ? | ?
CC1CCCC(NC(=O)CSc2nnc(C(F)(F)F)n2C)C1C (centres undefined) | 1% | 16% | -22%
Cn1c(=O)oc2cc(S(=O)(=O)N3CCCC(C(=O)NCc4ccc(F)cc4)C3)ccc21 (centres undefined) | -11% | ? | ?
CC(C)N(Cc1ccccc1)S(=O)(=O)c1ccc2c(c1)NC(=O)CO2 | -20% | 5% | -30%
CCc1ccc2[nH]c(=O)c(CN(Cc3ccccc3OC)C(=O)Nc3ccccc3OC)cc2c1 | -7% | 23µM* | 18µM*
CC(=O)Cc1cc(O)c2ccccc2c1OC(=O)c1ccc(Br)cc1 | -8% | 21µM* | 21µM*
CC(C)CN(C(=O)CSc1ncnc2ccccc12)C1CCS(=O)(=O)C1 (centres undefined) | -11% | -24% | -26%

Two entries from above, with two lines to a compound:
Each structure is followed by: GCN5L2 inh, TDP1 cell noCPT, TDP1 cell CPT
> Cn1c(=O)oc2cc(S(=O)(=O)N3CCCC(C(=O)NCc4ccc(F)cc4)C3)ccc21 (centres undefined)
 : -11%, ?, ?
> CC(C)N(Cc1ccccc1)S(=O)(=O)c1ccc2c(c1)NC(=O)CO2
 : -20%, 5%, -30%

Continuation:
SMILES | GCN5L2 inh | TDP1 cell noCPT | TDP1 cell CPT
CC(C)Sc1nnc(NC(=O)c2ccc3c(c2)OCO3)s1 | -1% | -6% | -19%
Cc1ccc(S(=O)(=O)Nc2ccc(C(=O)N3CCN(c4ccccc4O)CC3)cc2)cc1[N+](=O)[O-] | -13% | -27% | -25%
Cc1nc(N)nc(N)c1Oc1ccc(Cl)cc1 | . | ? | 9.2µM*
Cc1cc(C)c(NC(=O)Cn2c(=O)n(Cc3ccco3)c(=O)c3ccc(C(=O)NC4CCCC4)cc32)c(C)c1 | -9% | ? | ?
O=C(NCc1ccccn1)c1cnn(-c2nccc(-c3cc4ccccc4o3)n2)c1C1CC1 | . | -29% | 4%[9.04 µM]
CC1(c2nnc(Cc3ccccc3)o2)CC(c2ccc(Br)cc2)=NO1 (centres undefined) | . | ? | ?
CC(C)CN(C(=O)COC(=O)Cc1c[nH]c2ccccc12)C1CCS(=O)(=O)C1 (centres undefined) | 3% | -7% | ?
O=C(CCc1c[nH]c2ccccc12)N[C@@H](Cc1c[nH]c2ccc(O)cc12)C(=O)O | -3% | 1% | -5%
O=C(O)CCC(=O)c1ccc2sc3ccccc3c2c1 | . | 0% | -1%
COc1ccccc1N1CCN(C(=O)C2CC(=O)N(c3ccccc3)C2)CC1 (centres undefined) | -4% | -3% | 5%
CCc1cc2c(-c3ccccc3)cc(=O)oc2c2c1OCN(Cc1ccc(C)cc1)C2 | -4% | ? | ?
CCCNc1nc(Nc2ccc(C)cc2)nc(N2CCCC2)n1 | -14% | 21µM* | 23µM*
COc1ccc(NC(=O)N2CC3(CCN(C(=O)c4ccc(OC)cc4)CC3)C2)cc1 | -3% | -9% | 2%
COc1cc(NC(=O)COC(=O)CSc2cc(C)ccc2C)c(C)cc1[N+](=O)[O-] | -6% | 15% | -15%
COc1ccc2c(c1)C(=O)N(c1ccc(C)cc1C)C(=O)C2 | 1% | 21µM* | 13µM*
O=C(CCCOc1ccc(Cl)cc1)NCC1CCCO1 (centres undefined) | -15% | -23% | -16%
Cc1cc(C)c2c(n1)SCC(=O)N2CC(=O)Nc1ccc(F)cc1 | -2% | -5% | 5%
CC1CC(C)CN(CCCOc2ccccc2[N+](=O)[O-])C1 (centres undefined) | -3% | ? | -13%
CN(CCNC(=O)C1CCN(S(=O)(=O)N2CCOCC2)CC1)CCc1ccccc1 | 1% | -7% | -4%
COC(=O)c1c(NC(=O)C2COc3ccccc3O2)sc2c1CCN(Cc1ccccc1)C2 (centres undefined) | -8% | 21µM* | 16µM*
COc1ccc(CN(C)C(=O)/C=C/[C@H]2O[C@@H](n3cc(C)c(=O)[nH]c3=O)C[C@@H]2O)cc1OC | . | 0% | 4%
Cc1cc(-n2c(C)cc(C(=O)COC(=O)CN=C3NS(=O)(=O)c4ccccc43)c2C)no1 | -15% | -25% | -2%
C=Cn1c(C(=O)O)ccc1-c1ccc(CC)cc1 | -15% | 2% | -4%
Cc1ccc([N+](=O)[O-])c(OCc2ncc(Cl)n2C)c1 | -6% | ? | ?
Nc1nnc(SCCOc2cccc(Br)c2)s1 | -11% | -2% | -17%
CCCCOc1ccc2c(c1)/C(=C(\C(Cl)=C(Cl)Cl)[N+](=O)[O-])N2 | -10% | -22% | -24%
CCn1c(SCC(=O)Nc2cc(C)on2)nnc1-c1ccc(C)cc1 | -2% | -24% | 0%
CCOc1ccccc1OCCC(=O)OCC(=O)Nc1c(C)cc(C)cc1C | 0% | 4% | 7%
Cc1oc(CSCC2CCCO2)cc1C(=O)O (centres undefined) | 0% | -21% | 2%
COc1ccc(C(=O)NC2CC2)cc1OC1CCN(Cc2ccccc2O)CC1 | 2% | -17% | -20%
COc1cc(OC)c(OC)cc1CNCCNC(=O)c1ccco1 | -2% | -26% | -13%
COc1ccc(C(=O)Oc2c(OC)cc(C(=S)N3CCOCC3)cc2OC)cc1 | -3% | 4% | -3%
O=c1oc2cc(O)ccc2cc1-c1nc2ccccc2o1 | . | ? | ?
CCc1ccccc1NC(=O)NC1CC2CCC(C1)N2Cc1ccco1 (centres undefined) | 1% | 8% | -3%
Cn1c(C(=O)c2ccccc2[N+](=O)[O-])nc2ccccc21 | -4% | 5% | -4%
O=C(c1ccco1)N1CCC2(CC1)CN(c1ncccn1)C2 | 2% | -12% | -3%
Cc1cc2nccc(-c3ccncc3)n2n1 | -7% | -18% | ?
Cc1ccc(S(=O)(=O)N2c3cc(C)ccc3OCC2C(C)(C)C)cc1 (centres undefined) | ? | ? | ?
COc1cc(/C=C2\C(=N)N3N=C(C)SC3=NC2=O)cc(OC)c1OCCOc1ccccc1C | ? | ? | -25%
COc1cccc(C(NC(C)=O)c2ccc3cccnc3c2O)c1 (centres undefined) | 8% | 0.92µM* | 0.73µM*
COc1cccc(-c2nc3cc4c(cc3cc2CN(C(=O)c2csc(C)n2)C2CC2)CCC4)c1OC | . | 23µM* | -12%[9.04 µM]
CCOC(=O)C1=C(C)N(C)C(=O)NC1c1c(C)nn(-c2ccccc2)c1C (centres undefined) | -1% | -4% | 8%
Cc1ccc(OCc2nnc(SCC(=O)NCc3ccccc3)n2C)cc1 | 2% | 3% | 7%
CN(Cc1ccc(O)cc1)C1CCCCC1 | -2% | -10% | -14%
CC(=O)Nc1ccc(NC(=O)c2cccc(C(=O)OC(C)C)n2)cc1 | -3% | ? | -7%
NS(=O)(=O)c1ccc(NC(=S)NNC(=O)CCC(=O)Nc2ccccc2Cl)cc1 | 3% | 18% | 2%
CSc1nc(-c2ccccc2)cc(C(F)(F)F)c1C#N | -10% | -7% | -7%
CCC1Oc2ccccc2N(CC(=O)N2CCCC2)C1=O (centres undefined) | . | ? | 1%
O=C(COC(=O)c1ccc(F)cc1Cl)NCc1ccco1 | ? | -13% | -6%
COc1cc(C(=O)NC(=S)N2CCN(C)CC2)cc(OC)c1OC | -8% | -6% | -5%

Going on with the list.
SMILES | GCN5L2 inh | TDP1 cell noCPT | TDP1 cell CPT
CC(C)Oc1ccc2c(c1)OC(c1ccccc1)(C(F)(F)F)NC2=O (centres undefined) | 0% | 26µM* | ?
COc1ccc(S(=O)(=O)n2nc(OC(=O)c3ccccc3)cc2N)cc1 | -12% | -24% | -19%
COc1ccc(-c2c(C)c3cc(OC(=O)N4CCOCC4)ccc3oc2=O)cc1OC | -3% | -6% | -4%
O=C(NCc1cc(C(F)(F)F)ccc1Cl)c1cccc2c1C(=O)c1ccc(N3CCCCC3)cc1S2(=O)=O | -5% | ? | ?
COc1ccc(NC(=O)c2c(NCc3ccc(OC)c(OC)c3OC)sc3c2CCC3)c(OC)c1 | -12% | 15µM* | 13µM*
O=C(NCCN1CCC(n2c(=O)[nH]c3ccccc32)CC1)c1ccc(F)c(F)c1 | . | -35% | 0.33µM*
COc1ccc(Cl)cc1NC(=O)c1sc2nc3c(cc2c1N)CN(C)CC3 | -2% | ? | 23µM*
CCOC(=O)c1c(NC(=O)c2ccn(CC)n2)sc2c1CCCC2 | -9% | 23µM* | ?
Cc1ccc(CNC(=O)C2CCN(S(=O)(=O)N3CCCC3)CC2)cc1 | -5% | 3% | -13%
CCn1cc(CCC(=O)NC2CCCC2)c2ccccc21 | 0% | -8% | 3%
CN(CC(=O)Nc1cccc(S(=O)(=O)NC2=NCCCCC2)c1)Cc1ccc(C(C)(C)C)cc1 | -15% | 21µM* | 29µM*

From PubChem BioAssay
